Source: PubChem BioAssay
HIF act – HIF pathway transcriptional activators, primary screen, cell-based, U2OS HRE-luciferase, luminescence; U2OS HRE-luciferase reporter; normalized: DMSO 0%, desferrioxamine 100%; activation, % at 7.5 µM (by protocol); 0.32% of 300,000 active;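 active = mean activation of at least 10% of the iron chelator positive control signal, with at least half of replicates also reaching 10%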
PolyA inhibitor – polyadenylation inhibitors in yeast reporter cells, primary screen, luminescence, S. cerevisiae; S. cerevisiae SKY197-pL101 polyadenylation reporter, beta-gal luminescence; efflux-impaired pdr1/pdr3 knockout yeast; score 100 = 6 SD above DMSO; calls only at 12 µM; 0.02% of 300,000 active;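 active = lowest replicate activity score at least 50, where 100 means six control SD above control mean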;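 also: yeast exposed to compound for 9 h at 30 °C; higher score means more reporter readthrough which indicates perturbed polyadenylation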
TRPC4 agonist – activators of mouse TRPC4 channel, primary screen, Fluo4 calcium, HEK293 TRPC4beta/mu-opioid cells | Fluo4 calcium fluorescence; active compounds read high | 0.49% of 310,000 active | AID 2237, 2010 | B-score at 10 µM | Short transient receptor potential channel 4 (Mus musculus), Q9QUQ5;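 active = B-score above 5 SD of library B-scores, and initial fluorescence ratio not above library mean plus 5 SD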;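 also: positive B-score marks a calcium rise read as TRPC4 activation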
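Material: HEK293 stable line with TRPC4beta plus mu-opioid receptor; technique: Fluo4 calcium-sensitive dye fluorescence, kinetic, 1 Hz baseline; timing: Fluo4 dye loading 45 min at room temperature, 110 s recording; controls: assay buffer as low control, maximal DAMGO as high control; read-out: integrated baseline-normalised fluorescence ratio, converted to per-well B score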
TRPC4 inh – inhibitors of mouse TRPC4 channel, primary screen, Fluo4 calcium, HEK293 TRPC4beta/mu-opioid cells; Short transient receptor potential channel 4 (Mus musculus), Q9QUQ5; B-score at 10 µM; 0.39% of 300,000 active; AID 2247, 2010; DAMGO-evoked Fluo4 calcium flux; active compounds read low;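 active = B-score over 3 SD under the library average, no early fluorescence shift, positive overall ratio signal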
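material = TRPC4beta/mu-opioid receptor HEK293 cell line | probe or stimulus = sequential submaximal and maximal DAMGO stimulation | compound dosing = one concentration per compound | measured by = Fluo4 Ca2+ flux fluorescence | evaluation = integrated fluorescence ratio relative to baseline, converted to per-well B score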
MrgX1 agonist – agonists of human MrgX1 receptor, primary screen, HEK293 cells, Fluo-4 calcium flux; B-score at 10 µM; AID 588627, 2011; 0.44% of 310,000 active; Fluo-4 calcium fluorescence, agonist mode; active compounds read high; Mas-related G-protein coupled receptor member X1 (Homo sapiens), Q96LB2;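 active = calcium response B-score plate-corrected fluorescence ratio at least 3 library SD, with starting fluorescence B-score inside 5 SD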
Target sequence (Q96LB2 whole entry, looked up): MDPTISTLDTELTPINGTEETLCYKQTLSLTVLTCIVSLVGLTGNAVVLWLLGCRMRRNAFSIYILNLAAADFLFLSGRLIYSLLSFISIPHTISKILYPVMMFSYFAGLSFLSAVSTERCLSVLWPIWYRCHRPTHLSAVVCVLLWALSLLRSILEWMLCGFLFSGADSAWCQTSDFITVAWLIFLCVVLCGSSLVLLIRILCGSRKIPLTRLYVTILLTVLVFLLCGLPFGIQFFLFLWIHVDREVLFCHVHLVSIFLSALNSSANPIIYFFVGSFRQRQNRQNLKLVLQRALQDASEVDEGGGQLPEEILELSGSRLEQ
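Material – MrgX1-expressing HEK293 cells · Input – 15,000 cells seeded per well · Dosing – compound as first of three additions · Times – overnight seeding, then 1 h dark dye loading · Measured by – kinetic Fluo-4 NW fluorescence of intracellular calcium · Read-out – B-scored fluorescence response ratio · Benchmarks – positive and negative control wells on each plate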
TRPC6 inhibitor – mouse TRPC6 channel inhibitors, primary screen, cell-based, HEK293, membrane potential dye; 1.1% of 310,000 active; ACh-evoked depolarization; active compounds read low; B-score at 10 µM; Short transient receptor potential channel 6 (Mus musculus), Q61143; AID 2553, 2010;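 active = B-score under library mean minus 3 SD, initial fluorescence not abnormally high, positive integrated signal ratio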;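 also: B-score derived from integrated fluorescence ratio over the kinetic read; more negative B-score means stronger inhibition of depolarization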
MrgX1 allo act – positive allosteric modulators of MrgX1, primary screen, HEK293 cells, Fluo-4 calcium flux; AID 588675, 2011; B-score at 10 µM; FDSS; active compounds read high; 0.63% of 310,000 active; Mas-related G-protein coupled receptor member X1 (Homo sapiens), Q96LB2;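 active = plate-corrected calcium response at least 3 library SD above typical, normal starting fluorescence, not activating the receptor alone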;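 also: compound read alongside a low EC10 to EC30 dose of BAM8-22 agonist; peak minus trough fluorescence over baseline measured at the second addition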
TRPC6 activator – mouse TRPC6 channel activators, primary screen, cell-based, HEK293, membrane potential dye; B-score at 10 µM; 0.13% of 310,000 active; AID 2550, 2010; HEK293-TRPC6 membrane potential dye fluorescence; active compounds read high; Short transient receptor potential channel 6 (Mus musculus), Q61143;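 active = B-score of the integrated fluorescence ratio above library mean plus 3 SD, and starting fluorescence ratio within library mean plus 5 SD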;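 also: higher score means more depolarization so channel activation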
MrgX1 antag – antagonists of human MrgX1 receptor, primary screen, HEK293 cells, Fluo-4 calcium flux; BAM8-22 antagonism; active compounds read low; 1.3% of 310,000 active; B-score at 10 µM; Mas-related G-protein coupled receptor member X1 (Homo sapiens), Q96LB2; AID 588676, 2011;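 active = calcium-response B-score plate-corrected more than 3 library SD below zero, starting fluorescence within 5 deviations, no agonist response on first addition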;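 also: peak minus trough fluorescence over baseline after final BAM8-22 challenge near maximal dose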
AI-2 QS mod – Vibrio harveyi AI-2 quorum sensing modulators, primary screen, JMH597 strain, luminescence/OD600 ratio; Vibrio harveyi JMH597 AI-2 luminescence/OD600 ratio, 9 h; active compounds read low; strain lacks LuxN and CqsS sensors; 0 = neutral-control median; activity change, % at 7.5 µM; 0.4% of 300,000 active; AID 2094, 2009; in the data active = activity change below about -75%, passing the limit was not always enough;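 also: luminescence divided by OD600 gain over 9 h not by final OD600 alone; inactives centre near 13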
TRPC4 potent – positive allosteric modulators of TRPC4, primary screen, cell-based, mouse TRPC4beta, HEK293 mu-opioid, Fluo-4 calcium; DAMGO EC20, Fluo-4 Ca2+ flux; active compounds read high; B-score at 10 µM; 0.42% of 310,000 active; AID 2227, 2009;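 active = B-score of calcium response area above 5 SD of library B-scores, with initial fluorescence ratio within 5 SD of library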;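 also: B-score of integrated fluorescence ratio over time as area under calcium response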
Numbers without * were called inactive; i = inactive; / = not tested or not shown. These rows are one share of the data; the hit share may differ from the screen's.

mol	HIF act	PolyA inhibitor	TRPC4 agonist	TRPC4 inh	MrgX1 agonist	TRPC6 inhibitor	MrgX1 allo act	TRPC6 activator	MrgX1 antag	AI-2 QS mod	TRPC4 potent
NS(=O)(=O)c1ccc(CCNc2ccnc3cc(Cl)ccc23)cc1	-0.6	i	i	i	i	i	i	i	i	3.6	i
CC(C)(C)C1CCC(OC(=O)CN2CCCCC2)CC1 (stereo not given)	0.2	i	i	i	i	i	i	i	i	12.1	i
Cn1nc(C(=O)OCCN2C(=O)c3ccccc3C2=O)c2ccccc2c1=O	2.4	i	i	i	i	i	i	i	i	20.9	i
CCCCCc1ccc(CC(=O)N2CCOCC2)cc1	-0.1	i	i	i	i	i	i	i	i	37.0	i
COc1ccc(CC(=O)OC(C)C(=O)c2ccc(C)cc2)cc1 (stereo not given)	-0.1	i	i	i	i	i	i	i	i	13.9	i
COc1cc(/C=C/C(=O)N2c3ccccc3Sc3ccc(C(F)(F)F)cc32)cc(OC)c1OC	-0.9	i	i	i	i	i	i	i	i	7.7	i
CCOc1ccc(C2C(C#N)=C(N)N(N(C)C)C3=C2C(=O)CCC3)cc1 (stereo not given)	-1.3	i	i	i	i	i	i	i	i	-1.7	i
Cc1sc2ncnc(N3CCC(C(=O)NCC(=O)Nc4ccc(F)c(F)c4)CC3)c2c1C	-0.3	i	i	i	i	i	i	i	i	5.9	i
CSc1ncc(C(=O)Nc2cccc(S(N)(=O)=O)c2)n1-c1ccccc1	-2.1	i	i	i	i	i	i	i	i	/	i
Cn1sc(NC(=O)c2ccccc2Cl)nc1=O	-0.3	i	i	i	i	i	i	i	i	55.9	i
COc1ccc(/C=C2/SC(=S)N(CCC(=O)N3CCN(C)CC3)C2=O)cc1	-0.8	i	i	i	i	i	i	i	i	3.6	i
Cc1cccc(C(=O)N2CCCC(N3CCN(c4ccccc4)CC3)C2)n1 (stereo not given)	-0.6	i	i	i	i	i	i	i	i	10.3	i
OC(CNCc1cccc(Br)c1)c1ccccc1 (stereo not given)	-0.3	i	i	i	i	i	i	i	i	-2.5	i
Cc1ccc(C(=O)c2cc3ccccc3o2)cc1	2.4	i	i	i	i	i	i	i	i	6.5	i
Cc1c(NC(=S)NC(=O)c2cccc(Cl)c2)c(=O)n(-c2ccccc2)n1C	1.3	i	i	i	i	i	i	i	i	14.6	i
CCN1CCCC1CNC(=O)Cn1nc(C)n2nc(-c3ccccc3)cc2c1=O (stereo not given)	-0.3	i	i	i	i	i	i	i	i	24.6	i
C=CCOC(=O)C(=O)/C=C/c1coc2ccccc2c1=O	-4.2	i	i	i	i	i	i	i	i	43.3	i
CC(C)C(=O)Nc1ccc(C(=O)Nc2ccc(S(=O)(=O)N3CCOCC3)cc2)cc1	-0.4	i	i	i	i	i	i	i	i	8.3	i
COc1ccccc1C(c1nnnn1C(C)C)N1CCN(C(=O)c2ccco2)CC1 (stereo not given)	0.0	i	i	i	i	i	i	i	i	11.8	i
COc1ccc(C)cc1Nc1nc(N)c2ccccc2n1	2.7	i	i	i	i	-10.2*	i	i	i	-2.8	i
COc1cc(-c2c(-c3cc(OC)c(OC)c(OC)c3)noc2C)ccc1F	2.5	i	i	i	i	i	i	i	i	32.3	i
CCOC(=O)C1(Cc2ccccc2Cl)CCN(C(=O)c2cc(C)on2)CC1	2.4	i	i	i	i	i	i	i	i	46.8	i
Cc1c(Cl)cccc1NC(=O)C1CC2CCC1C2 (stereo not given)	0.1	i	i	i	i	i	i	i	i	41.3	i
Cc1cc(OCC(=O)NCC2CCC(C(=O)O)CC2)c2c(C)c(C)c(=O)oc2c1 (stereo not given)	0.2	i	i	i	i	i	i	i	i	0.7	i
CCOc1ccccc1N(C)C(=O)CCS(=O)(=O)c1ccc2c(c1)NC(=O)CO2	-0.2	i	i	i	i	i	i	i	i	-8.6	i
O=C(Nc1cc(Cl)ccc1O)C1CCCO1 (stereo not given)	0.0	i	i	i	i	i	i	i	i	11.1	i
COc1ccc(O)c(/C=N/NC(=O)c2cc(=O)[nH]c3ccccc23)c1	6.3	i	i	i	i	i	i	i	i	14.5	i
CC(Oc1ccc(Br)cc1)C(=O)NCC(c1cccs1)N1CCOCC1 (stereo not given)	0.2	i	i	i	i	i	i	i	i	9.8	i
COc1ccccc1N1CCN(CC(O)COc2ccc3c(c2)OCO3)CC1 (stereo not given)	0.2	i	i	i	i	i	i	i	i	11.0	i
O=C(c1ccccc1)c1cc2ccccc2oc1=O	1.3	i	i	i	i	i	i	i	i	3.6	i
O=C(/C=C/c1ccc(Br)o1)NCCCN1CCOCC1	0.6	i	i	i	i	i	i	i	i	-7.5	i
CC(CN1CCOCC1)OC(=O)c1cccc(Br)c1 (stereo not given)	-0.3	i	i	i	i	i	i	i	i	21.4	i
COc1ccccc1C(=O)NC(=S)Nc1cccnc1Cl	-2.3	i	i	i	i	i	i	i	i	/	i
O=C(CSc1nnc(CNC(=O)c2cccs2)o1)NCCc1ccccc1	0.3	i	i	i	i	i	i	i	i	1.1	i
CCn1ccc2cc(OC)ccc2c1=S	-0.7	i	i	i	i	i	i	i	i	3.5	i
CC(C)C(C(=O)NC1CCCC1)N(Cc1ccco1)C(=O)CNS(=O)(=O)c1ccccc1 (stereo not given)	0.0	i	i	i	i	i	i	i	i	14.6	i
Cc1nn(-c2ccccc2)c2nc(=O)n(-c3ccccc3)cc12	-0.4	i	i	i	i	i	i	i	i	52.8	i
CC1CCCN(C(=O)CN2C(=O)CSc3ccc(S(=O)(=O)N4CCOCC4)cc32)C1 (stereo not given)	-0.4	i	i	i	i	i	i	i	i	51.5	i
COc1cccc(OC)c1-c1nn2c(-c3ccco3)nnc2s1	2.9	i	i	i	i	i	i	i	i	-1.4	i
Cc1oc(-c2ccccc2)nc1C(=O)Nc1nccs1	2.2	i	i	i	i	i	i	i	-5.69*	7.4	i
COc1ccc(NC(=S)NC2CCN(Cc3ccccc3)CC2)cc1OC	0.3	i	i	i	i	i	i	i	i	4.1	i
COc1ccc(-c2nn(-c3ccccc3)cc2/C=C/C(=O)OCC(=O)Nc2ccc(C#N)cc2)cc1	-0.8	i	i	i	i	i	i	i	i	12.6	i
COC(=O)C1CCN(C(=O)CN2C(=O)NC(CCc3ccccc3)C2=O)CC1 (stereo not given)	0.1	i	i	i	i	i	i	i	i	14.9	i
OCC1OC(Oc2cccc3ccccc23)C(O)C(O)C1O (stereo not given)	-1.3	i	i	i	i	i	i	i	i	7.7	i
CN1CCN(NC(=O)c2ccc(Cl)cc2Cl)CC1	-0.3	i	i	i	i	i	i	i	i	9.3	i
COc1ccccc1NC(=O)CC1C(=O)NCCN1C(=O)Nc1ccccc1 (stereo not given)	-0.1	i	i	i	i	i	i	i	i	31.5	i
COC(=O)c1cn(C(=O)c2cc(C)cc(C)c2)c2ccccc12	-0.1	i	i	i	i	i	i	i	i	16.2	i
CC(C)N(Cc1ccccc1)C(=O)CCS(=O)(=O)c1ccc2c(c1)oc(=O)n2C	0.0	i	i	i	i	i	i	i	i	27.6	i
COCCCN1Cc2cccc(C(=O)O)c2C1=O	-0.3	i	i	i	i	i	i	i	i	-3.8	i
O=S1(=O)CC/C(=N\Nc2ccc(F)cc2)c2ccsc21	-0.3	i	i	i	i	i	i	i	i	-1.6	i
CSC1=C(C#N)C(c2ccccc2)C(C(C)=O)=C(C)N1 (stereo not given)	0.2	i	i	i	i	i	i	i	i	9.0	i
COc1cccc(CNC(=O)CCC2CCCN(C/C=C/c3ccccc3OC)C2)c1 (stereo not given)	0.0	i	73*	i	i	i	i	i	i	15.3	i
COc1cc(C(=O)NC2CCCCC2)ccc1OCc1ccc(Cl)cc1Cl	0.1	i	i	i	i	i	i	i	i	11.2	i
CCN(CC)S(=O)(=O)c1cc(C(=O)Oc2ccccc2OC)ccc1OC	-0.2	i	i	i	i	i	i	i	i	26.0	i
COc1c(/C=N/NC(=O)c2ccncc2)c(CCN(C)C(C)=O)cc2c1OCO2	0.0	i	i	i	i	i	i	i	i	25.7	i
Cn1c(N)c(C(=O)COC(=O)[C@@H]2CCCN2S(=O)(=O)c2ccc(Cl)cc2)c(=O)n(C)c1=O	-0.1	i	i	i	i	i	i	i	-6.06*	19.7	i
C/C(Cn1cnc([N+](=O)[O-])n1)=N\NC(=O)c1ccccc1O	0.1	i	i	i	i	i	i	i	i	13.3	i
